# From PubChem
# IDH1 R132H inh: inhibitors of human IDH1 R132H; IDH1 R132H reductase, diaphorase/resazurin fluorescence, 60 min; O75874; 0.18% of 70,000 active; inhibition, % at 10 µM; AID 624101; in the data active means inhibition above about 34%;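 further: 0% = DMSO and 100% = no enzyme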
# Target sequence (O75874 whole entry R132H): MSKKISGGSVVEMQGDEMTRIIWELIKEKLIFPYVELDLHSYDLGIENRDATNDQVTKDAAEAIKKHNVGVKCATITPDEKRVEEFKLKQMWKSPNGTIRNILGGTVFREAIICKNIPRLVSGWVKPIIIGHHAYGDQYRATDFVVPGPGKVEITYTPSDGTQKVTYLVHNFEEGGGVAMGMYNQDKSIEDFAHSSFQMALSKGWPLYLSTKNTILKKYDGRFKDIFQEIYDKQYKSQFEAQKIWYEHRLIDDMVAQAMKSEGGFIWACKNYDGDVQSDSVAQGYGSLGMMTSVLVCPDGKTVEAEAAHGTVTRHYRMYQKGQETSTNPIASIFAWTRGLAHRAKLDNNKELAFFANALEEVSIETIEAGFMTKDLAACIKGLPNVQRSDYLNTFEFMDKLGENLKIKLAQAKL
# EZH2 inh: EZH2 (human) methyltransferase inhibition; Q15910; PRC2 H3K27 methylation, DELFIA TRF, 1 h; inhibition, % at 12.5 µM; 0.35% of 57,000 active; AID 651548;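 active means mean inhibition of replicates at least 50% and every single replicate also reaching 50%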;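 further: dimethyl H3K27 on biotinylated H3 21-44 peptide detected by antibody; plate controls were median neutral control wells for no effect and median positive control wells for full effect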
# * marks the source's active call; other numbers are inactive results; x = not tested or not shown.
SMILES,IDH1 R132H inh,EZH2 inh
C[C@@H]1CN([C@@H](C)CO)C(=O)Cc2cc(NC(=O)NC3CCCCC3)ccc2O[C@@H]1CN(C)S(=O)(=O)c1cn(C)cn1,0.2,x
CCC(=O)N(C)C[C@H]1Oc2cc(-c3ccc(OC)cc3)ccc2S(=O)(=O)N([C@H](C)CO)C[C@H]1C,-0.8,-2.5
COc1ccc(S(=O)(=O)N(C)C[C@@H]2OCCCC[C@H](C)Oc3ccc(NC(=O)Nc4cccc5ccccc45)cc3C(=O)N([C@H](C)CO)C[C@H]2C)cc1,-0.4,x
C=CCOC(=O)[C@H]1[C@@H]2C(=O)O[C@@H](c3ccccc3)[C@@H](c3ccccc3)N2[C@@H](c2ccc(OCCOC(=O)[C@@H]3C[C@@H]4C(=O)NCC(=O)N4[C@@H]3c3ccc(O)cc3)cc2)[C@]12C(=O)Nc1ccccc12,x,-35.8
CC(C)C#Cc1ccc2c(c1)O[C@H](CN(C)C(=O)Nc1ccccc1)[C@H](C)CN([C@H](C)CO)S2(=O)=O,x,-14.5
O=C(C[C@H]1CC[C@H](NC(=O)Nc2ccc3c(c2)OCO3)[C@H](CO)O1)NCc1ccc(Cl)cc1,0.3,3.2
COc1ccc(CN(C)C[C@@H]2Oc3ccc(NS(C)(=O)=O)cc3CC(=O)N([C@H](C)CO)C[C@H]2C)cc1,2.2,6.2
C[C@@H]1CN([C@@H](C)CO)C(=O)c2cccc(NS(=O)(=O)c3ccc(Cl)cc3)c2O[C@H]1CN(C)Cc1ccc(C(=O)O)cc1,1.2,x
C[C@H](CO)N1C[C@H](C)[C@H](CN(C)C(=O)Nc2ccccc2)Oc2c(NC(=O)C3CC3)cccc2C1=O,x,4.4
CCC(=O)N[C@H]1CC[C@H](CCn2cc(CN(C)C)nn2)O[C@@H]1CO,0.2,11.2
Cc1ccc(S(=O)(=O)NCC[C@H]2CC[C@H](NC(=O)c3ccccn3)[C@H](CO)O2)cc1,-0.1,1.1
CO[C@H]1CN(C)C(=O)c2cc(NS(=O)(=O)c3ccccc3C)ccc2OC[C@H](C)NC[C@H]1C,0.0,3.1
CO[C@@H]1CN(C)C(=O)c2cc(NC(=O)c3ccc(F)cc3)ccc2OC[C@H](C)N(C(=O)c2ccc(F)cc2)C[C@H]1C,0.1,-3.0
Cc1cc(C(=O)Nc2cccc3c2O[C@H](CN(C)C(=O)Nc2ccccc2)[C@H](C)CN([C@H](C)CO)C3=O)n(C)n1,-1.7,7.1
C[C@H]1CN([C@@H](C)CO)C(=O)Cc2cc(NS(C)(=O)=O)ccc2O[C@H]1CN(C)C(=O)NC1CCCCC1,1.2,3.8
Cn1cnc(S(=O)(=O)N[C@H]2CC[C@@H](CC(=O)Nc3ccccc3)O[C@@H]2CO)c1,0.4,-5.8
Cc1noc(C)c1S(=O)(=O)N(C)C[C@H]1OCCCC[C@H](C)Oc2ccc(N(C)C)cc2C(=O)N([C@H](C)CO)C[C@@H]1C,0.3,-12.8
C[C@H]1CN([C@@H](C)CO)C(=O)c2cc(NC(=O)CCC(F)(F)F)ccc2O[C@H]1CN(C)Cc1ccccc1,0.1,1.1
Cc1noc(C)c1CSc1nc2sc(C)c(C)c2c(=O)n1C1CCCC1,0.5,-33.0
C[C@H]1CN([C@@H](C)CO)C(=O)Cc2cc(NS(=O)(=O)c3cccs3)ccc2O[C@H]1CN(C)Cc1ccccc1,0.5,-3.7

# In the list so far, these have a Cl atom:
SMILES,IDH1 R132H inh,EZH2 inh
O=C(C[C@H]1CC[C@H](NC(=O)Nc2ccc3c(c2)OCO3)[C@H](CO)O1)NCc1ccc(Cl)cc1,0.3,3.2
C[C@@H]1CN([C@@H](C)CO)C(=O)c2cccc(NS(=O)(=O)c3ccc(Cl)cc3)c2O[C@H]1CN(C)Cc1ccc(C(=O)O)cc1,1.2,x

# (more compounds)
SMILES,IDH1 R132H inh,EZH2 inh
COc1ccc(CN(C)C[C@@H]2Oc3ccc(NC(=O)Nc4ccc(OC)cc4)cc3C(=O)N([C@H](C)CO)C[C@H]2C)cc1,-1.4,-9.5
C[C@H]1CN([C@@H](C)CO)C(=O)Cc2cc(NS(=O)(=O)c3ccccc3)ccc2O[C@H]1CN(C)CC1CC1,-0.1,-4.8
C[C@@H]1CN([C@@H](C)CO)C(=O)c2cc(NC(=O)Cc3ccccc3)ccc2O[C@@H](C)CCCCO[C@H]1CN(C)S(=O)(=O)c1cccs1,-1.8,x
COc1ccccc1NC(=O)C1=C(C)Nc2ncnn2C1c1ccccc1C(=O)O (stereo unspecified),0.0,-18.4
COCCOC(=O)N1C(=O)[C@@]2(c3cc(C#CCC(C(=O)OC)C(=O)OC)ccc31)[C@H](c1ccc(O)cc1)N1[C@H](c3ccccc3)[C@H](c3ccccc3)OC(=O)[C@H]1[C@@H]2C(=O)N1CCc2cc(OC)c(OC)cc2C1,x,-12.1
CCCNC(=O)Nc1ccc2c(c1)C(=O)N(C)C[C@@H](OC)[C@@H](C)CN(C(=O)CC)[C@@H](C)CO2,x,-0.3
C[C@@H]1CN([C@H](C)CO)C(=O)Cc2cc(NS(=O)(=O)c3cn(C)cn3)ccc2O[C@H]1CN(C)Cc1ccc(Cl)c(Cl)c1,-0.4,10.1
O=C(CCCCC(=O)N/N=C/c1cc(Br)cc(Br)c1O)NO,0.3,-3.2
C[C@H]1CN([C@@H](C)CO)S(=O)(=O)c2ccc(-c3ccccc3)cc2O[C@@H]1CN(C)C(=O)Cc1ccccc1,-0.5,x
C[C@@H]1CCCCO[C@H](CN(C)Cc2ccncc2)[C@@H](C)CN([C@H](C)CO)C(=O)c2cc(NC(=O)Nc3ccc(C(F)(F)F)cc3)ccc2O1,2.0,x
CC(C)NC(=O)Nc1ccc2c(c1)C(=O)N([C@H](C)CO)C[C@@H](C)[C@H](CN(C)Cc1ccccc1)OCCCC[C@H](C)O2,2.0,-8.2
Cc1ccc(-c2ccc3c(c2)O[C@H](CN(C)C(=O)Nc2ccc(F)cc2)[C@H](C)CN([C@@H](C)CO)S3(=O)=O)cc1,0.2,x
CCCN(C)C[C@@H]1OCCCC[C@@H](C)Oc2ccc(NC(=O)CCC(F)(F)F)cc2C(=O)N([C@@H](C)CO)C[C@@H]1C,x,2.2
CO[C@@H]1CN(C)C(=O)c2cc(NS(C)(=O)=O)ccc2OC[C@H](C)N(C(=O)CN(C)C)C[C@@H]1C,-0.2,-3.3
CC(C)NC(=O)Nc1ccc2c(c1)CC(=O)N([C@H](C)CO)C[C@H](C)[C@@H](CN(C)Cc1ccc(-c3ccccc3)cc1)O2,1.0,-38.0
COC(=O)CSc1nc(C)c2c(n1)CCCC2,0.1,-9.0
C[C@@H]1CN([C@@H](C)CO)C(=O)c2cccc(NC(=O)Nc3ccc(F)cc3)c2O[C@H]1CN(C)Cc1ccc(C(=O)Nc2ccccc2N)cc1,x,-16.4
C[C@@H]1CN([C@H](C)CO)S(=O)(=O)c2ccc(-c3ccccc3)cc2O[C@@H]1CN(C)C,-0.1,-5.9
C[C@@H]1CN([C@@H](C)CO)C(=O)c2cc(-c3cccnc3)cnc2O[C@H]1CN(C)C(=O)c1ccccc1F,11.1,x
C[C@H](CO)N1C[C@H](C)[C@H](CN(C)Cc2ccc(C(=O)O)cc2)Oc2c(NC(=O)C3CC3)cccc2C1=O,0.0,13.0

# Among those listed so far, 3 have two or more sulfur atoms:
SMILES,IDH1 R132H inh,EZH2 inh
Cc1noc(C)c1CSc1nc2sc(C)c(C)c2c(=O)n1C1CCCC1,0.5,-33.0
C[C@H]1CN([C@@H](C)CO)C(=O)Cc2cc(NS(=O)(=O)c3cccs3)ccc2O[C@H]1CN(C)Cc1ccccc1,0.5,-3.7
C[C@@H]1CN([C@@H](C)CO)C(=O)c2cc(NC(=O)Cc3ccccc3)ccc2O[C@@H](C)CCCCO[C@H]1CN(C)S(=O)(=O)c1cccs1,-1.8,x

# Following part
SMILES,IDH1 R132H inh,EZH2 inh
Nc1nnc(SCC(=O)Nc2ccc(F)c(Cl)c2)s1,0.1,-9.8
C[C@H]1CN([C@@H](C)CO)S(=O)(=O)c2ccc(C3=CCCC3)cc2O[C@H]1CN(C)S(=O)(=O)c1ccc(F)cc1,-28.0,-5.7
CCC(=O)N[C@H]1CC[C@H](CCn2cc(-c3cccc(OC)c3)nn2)O[C@H]1CO,-0.4,1.2
C[C@@H]1CN([C@H](C)CO)S(=O)(=O)c2ccc(-c3ccccc3)cc2O[C@H]1CN(C)C(=O)Nc1ccccc1F,0.0,-8.1
COc1ccc(CN(C)C[C@@H]2Oc3ccc(NC(=O)Nc4cccc5ccccc45)cc3C(=O)N([C@@H](C)CO)C[C@H]2C)cc1,-5.8,-13.5
Cc1ccccc1S(=O)(=O)N[C@@H]1CC[C@H](CCn2cc(Cc3ccccc3)nn2)O[C@H]1CO,0.0,0.4
O=C(Nc1ccc(Cl)cc1Cl)C1CC(=O)n2ncnc2N1 (stereo unspecified),0.2,-8.8
COC(=O)C[C@@H]1C[C@H]2c3cc(N)ccc3O[C@H]2[C@@H](CO)O1,-1.8,1.2
C[C@H](CO)N1C[C@H](C)[C@@H](CN(C)C(=O)NC2CCCCC2)Oc2ccc(NC(=O)Cc3cn(C)c4ccccc34)cc2C1=O,-17.0,-3.5
CC(C)NC(=O)N[C@@H]1CC[C@@H](CCNS(=O)(=O)c2ccc(Cl)cc2)O[C@H]1CO,0.2,2.6
C[C@H](CO)N1C[C@H](C)[C@H](CN(C)S(=O)(=O)c2ccc(Cl)cc2)OCc2cnnn2CCCC1=O,-1.2,0.4
CC(C)NC(=O)Nc1ccc2c(c1)CC(=O)N([C@H](C)CO)C[C@@H](C)[C@@H](CN(C)Cc1ccc(C(=O)Nc3ccccc3N)cc1)O2,x,-21.4
C[C@@H]1CN([C@H](C)CO)C(=O)CCCn2cc(nn2)CO[C@H]1CN(C)C(=O)c1ccc(N2CCN(C)CC2)cc1,-0.1,7.2
C[C@H](CO)N1C[C@H](C)[C@@H](CN(C)Cc2ccc3c(c2)OCO3)Oc2ccc(NC(=O)C3CC3)cc2CC1=O,4.6,3.9
C[C@H]1CN([C@@H](C)CO)S(=O)(=O)c2ccc(-c3ccc(F)cc3)cc2O[C@H]1CN(C)C,-1.4,-5.9
C[C@@H]1CCCCO[C@@H](CN(C)CC2CC2)[C@@H](C)CN([C@H](C)CO)C(=O)c2cc(NC(=O)Nc3ccc(C(F)(F)F)cc3)ccc2O1,1.0,x
C[C@H](CO)N1C[C@H](C)[C@@H](CN(C)C(=O)c2cccc(F)c2)Oc2cc(-c3cccnc3)ccc2S1(=O)=O,0.1,x
C[C@@H]1CN([C@@H](C)CO)C(=O)c2cccc(NC(=O)c3cnccn3)c2O[C@@H]1CN(C)C(=O)Nc1ccccc1,2.1,-0.4
C[C@@H]1CN([C@H](C)CO)S(=O)(=O)c2ccc(C#CC3CC3)cc2O[C@@H]1CN(C)C(=O)c1ccccc1,0.2,x
CCCc1cn(CC[C@H]2CC[C@H](NC(=O)Cc3cccnc3)[C@@H](CO)O2)nn1,0.2,9.2
C[C@@H]1CN([C@H](C)CO)C(=O)c2c(c3ccccc3n2C)-c2ccccc2CO[C@H]1CN(C)C(=O)Nc1ccc(F)cc1,x,-0.7
COC(=O)C1=CO[C@@H](O[C@@H]2O[C@H](CO)[C@@H](O)[C@H](O)[C@H]2O)[C@H]2[C@@H]1[C@H](OC(C)=O)C[C@]2(C)O,-0.4,-12.0
CC(C)NC(=O)Nc1ccc2c(c1)C(=O)N([C@@H](C)CO)C[C@H](C)[C@@H](CN(C)C(=O)CCC(F)(F)F)OCCCC[C@@H](C)O2,-0.8,-13.9
C=CCNC(=O)[C@H]1[C@@H]2C(=O)O[C@@H](c3ccccc3)[C@@H](c3ccccc3)N2[C@@H](c2ccc(OCCO)cc2)[C@]12C(=O)Nc1ccc(C#CCNC(N)=O)cc12,0.3,-22.0
CC(=O)N(C)C[C@@H]1Oc2cc(C#C[C@H](C)O)ccc2S(=O)(=O)N([C@H](C)CO)C[C@@H]1C,-1.3,8.0
C[C@@H]1CN([C@H](C)CO)C(=O)c2cc(C#CC3CCCCC3)cnc2O[C@H]1CN(C)Cc1cncnc1,-3.4,-15.9
C[C@H](CO)N1C[C@H](C)[C@H](CN(C)S(=O)(=O)c2ccccc2)OCCCC[C@H](C)Oc2ccc(NS(=O)(=O)c3ccccc3)cc2C1=O,-2.0,x
CO[C@@H]1CN(C)C(=O)c2ccc(NC(=O)C3CCCC3)cc2OC[C@H](C)N(CC2CC2)C[C@@H]1C,0.3,7.1
CC(C)c1cn(CC[C@H]2CC[C@@H](NC(=O)C3CCCCC3)[C@H](CO)O2)nn1,0.3,3.2
C/C=C/c1ccc([C@H]2[C@@H](CO)N(C(=O)Nc3ccccc3F)[C@H]2C#N)cc1,1.3,x
CNC[C@H]1Oc2cc(C#Cc3ccncc3)ccc2S(=O)(=O)N([C@@H](C)CO)C[C@H]1C,2.2,10.8
Cc1ccc(-c2cnc3c(c2)C(=O)N([C@@H](C)CO)C[C@@H](C)[C@H](CN(C)C(=O)c2ccccc2)O3)cc1,-18.6,-4.1
C[C@@H]1CN([C@H](C)CO)C(=O)c2cccc(NC(=O)CCCCCC(=O)Nc3ccccc3N)c2O[C@@H]1CN(C)Cc1ccc2c(c1)OCO2,0.1,10.6
COC(=O)[C@H](Cc1ccc(N=[N+]=[N-])cc1)N1CC2=C[C@H]([C@@H](O)Cc3ccccc3)n3c(=O)n(C)c(=O)n3[C@@H]2[C@@H](C2CC2)O1,0.3,2.6
O=C(NCC[C@@H]1CC[C@@H](NC(=O)C2CC2)[C@@H](CO)O1)c1cnccn1,0.2,1.2
COc1ccc(NC(=O)Nc2cccc3c2O[C@@H](CN(C)S(C)(=O)=O)[C@@H](C)CN([C@@H](C)CO)C3=O)cc1,-5.2,x
O=C(Cc1ccncc1)NCC[C@H]1CC[C@H](NC(=O)C2CCCC2)[C@@H](CO)O1,0.1,-4.2

# Two of these compounds in a different format:
Compound	IDH1 R132H inh	EZH2 inh
C/C=C/c1ccc([C@H]2[C@@H](CO)N(C(=O)Nc3ccccc3F)[C@H]2C#N)cc1	1.3	x
CNC[C@H]1Oc2cc(C#Cc3ccncc3)ccc2S(=O)(=O)N([C@@H](C)CO)C[C@H]1C	2.2	10.8

# An excerpt, so the mix of outcomes need not match the whole.
